Screens from PubChem BioAssay.
STK33 kinase inh: blocks human STK33 kinase activity. purified STK33, MBP phosphorylation, ADP-Glo luminescence. 0.073% of 320,000 active. AID 2661. inhibition, % at 10 µM;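 active = inhibition at or above 25%, using the most active replicate where run in duplicate; inactive = inhibition below 25%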
Target sequence (Q9BYT3 whole entry, looked up): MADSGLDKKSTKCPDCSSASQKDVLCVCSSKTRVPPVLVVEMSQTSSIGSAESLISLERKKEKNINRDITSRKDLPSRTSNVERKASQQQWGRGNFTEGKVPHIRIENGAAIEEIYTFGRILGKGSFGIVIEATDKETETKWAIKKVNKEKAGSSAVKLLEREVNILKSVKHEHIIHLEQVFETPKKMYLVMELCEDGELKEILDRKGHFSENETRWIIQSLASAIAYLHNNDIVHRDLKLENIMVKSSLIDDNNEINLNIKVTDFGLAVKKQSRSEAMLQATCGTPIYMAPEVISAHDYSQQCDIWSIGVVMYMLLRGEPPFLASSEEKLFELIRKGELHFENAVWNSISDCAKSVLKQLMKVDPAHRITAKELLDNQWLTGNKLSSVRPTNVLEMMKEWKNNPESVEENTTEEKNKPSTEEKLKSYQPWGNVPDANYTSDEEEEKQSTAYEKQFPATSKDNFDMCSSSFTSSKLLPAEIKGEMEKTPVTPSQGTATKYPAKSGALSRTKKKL
OX1R antag: antagonists of human orexin 1 receptor (OX1R). OX1R-expressing cells, FRET antagonist read-out. inhibition, % at 6.6 µM. 1.8% of 330,000 active. AID 485270; in the data active = inhibition mostly above about 38%, no sharp cut-off; inactive = mostly below about 40%;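 note: 0% = agonist challenge alone and 100% = reference antagonist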
Target sequence (O43613 whole entry, looked up): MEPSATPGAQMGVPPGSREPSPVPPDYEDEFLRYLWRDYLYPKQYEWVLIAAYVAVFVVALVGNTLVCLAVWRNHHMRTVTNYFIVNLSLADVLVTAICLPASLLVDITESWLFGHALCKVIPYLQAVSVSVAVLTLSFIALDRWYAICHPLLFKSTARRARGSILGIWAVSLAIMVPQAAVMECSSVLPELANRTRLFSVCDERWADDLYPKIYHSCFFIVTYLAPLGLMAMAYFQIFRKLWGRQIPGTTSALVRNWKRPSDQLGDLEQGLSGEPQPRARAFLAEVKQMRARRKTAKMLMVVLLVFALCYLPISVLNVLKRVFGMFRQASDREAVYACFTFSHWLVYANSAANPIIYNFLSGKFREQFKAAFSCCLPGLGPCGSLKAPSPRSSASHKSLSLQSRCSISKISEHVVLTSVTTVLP
An asterisk follows results filed as active; . = no result given.

SMILES	STK33 kinase inh	OX1R antag
CCOC(=O)C1CCCN(C(=O)c2cccc(S(=O)(=O)N3CCCC3)c2)C1 (stereo not drawn)	-1.0	10
C=CCn1c(SCC)nc(O)cc1=O	-0.3	29
Cc1ccc(-c2csc(CC(N)=O)n2)cc1	-0.5	4
CCCCc1nc2n[nH]c(N)c2c2c1CCCC2	1.5	12
CCOC(=O)c1sc2nc(CC(=O)OC)nc(NCc3ccc(F)cc3)c2c1C	-1.0	12
C/C=C/C(=O)Nc1cccc(C2=NOC3(C2)C[C@@H](C(N)=O)N(C(=O)c2cc([N+](=O)[O-])cc([N+](=O)[O-])c2)C3)c1 (stereo partly drawn)	-0.5	49
CN(C)Cc1nc2ccccc2c(=O)n1Cc1nc(-c2cc3ccccc3o2)cs1	-0.9	27
CC(C)c1ccccc1NC(=O)COC(=O)Cc1cccc(C(F)(F)F)c1	8.8	3
CC(=O)N1CCc2cc(S(=O)(=O)NC(Cc3ccccc3)C(=O)NC3CCCCCC3)ccc21 (stereo not drawn)	-1.1	30
COc1ccccc1OCCCCCc1c(C)n[nH]c1C	5.0	19
COCCNC(=O)COC(=O)CSCc1nc2ccccc2s1	-2.6	14
O=S(=O)(c1ccccc1Cl)N1CCC(Cc2ccccc2)CC1	-0.3	5
COc1cc2c(cc1OC)-c1cc3ccc(OC)c(OC)c3c[n+]1CC2	-0.6	62*
NC(=O)COC(=O)c1ccccc1SCC(=O)NC1CCCCCC1	2.8	10
COC(=O)c1ccc(COC(=O)c2[nH]c(C)c(C(C)=O)c2C)o1	-1.1	45
CN(CC(=O)Nc1ccc(F)cc1)C(=O)c1cccc(NS(=O)(=O)c2ccccc2)c1	2.0	1
N#CC1=C(N)Oc2c(oc(CO)cc2=O)C1c1ccccc1[N+](=O)[O-] (stereo not drawn)	0.2	18
Cc1cccc(C(=O)N(CCc2ccccc2)Cc2ccccc2)c1[N+](=O)[O-]	-1.2	40
COc1ccc(/C=C/CN2CCN(CCc3ccccc3)C(CCO)C2)cc1 (stereo not drawn)	-0.2	40
Cc1cc(NC(=O)c2c(Br)c(C)nn2C)no1	-1.0	6
O=S(=O)(NCC1CCCO1)c1ccc(Cl)nc1 (stereo not drawn)	0.3	2
CCOC(=O)N1CCN(CC(=O)Nc2ccc(F)cc2F)CC1	-0.3	15
CC(NS(=O)(=O)c1cc(C(F)(F)F)ccc1Cl)C(=O)N(C)C1CCN(C)CC1 (stereo not drawn)	-0.3	1
Cc1cc(Cl)cc2c1NC(=O)[C@]21[C@@H]2C(=O)N(Cc3ccccc3)C(=O)[C@@H]2[C@@H]2CCCN21	-6.4	-3
CCN(CC)C(=O)[C@H]1C[C@H](CC(=O)NCc2cccc(C(F)(F)F)c2)C(=O)N2CCc3c([nH]c4cc(CCC(=O)N(C)C)ccc34)[C@]12C	.	4
(list continues)
SMILES	STK33 kinase inh	OX1R antag
COc1ccc(CCN2CC(C(=O)NCCc3ccccc3C(F)(F)F)CCC2=O)cc1 (stereo not drawn)	-0.2	7
Cc1ccc(S(=O)(=O)N(C)c2ccc(NS(C)(=O)=O)cc2)cc1	4.4	28
COc1ccc2[nH]cc(CCCN3C(=O)c4ccccc4C3=O)c2c1	1.5	30
Cc1ccc(NC(=O)CN(C)C(=O)c2cccc(S(=O)(=O)NCc3ccccc3)c2)cc1	-0.8	25
COc1ccccc1N1CCN(C(=O)c2cc(-c3ccccc3)on2)CC1	0.2	14
NNC(=O)Cn1c(-c2ccccn2)nc2ccccc21	-1.7	3
CN(Cc1cccnc1)C(=O)CC1C(=O)NCCN1CC(c1ccccc1)c1ccccc1 (stereo not drawn)	-1.2	5
COc1ccccc1NC(=O)c1cnc2n(c1=O)CCS2	-0.2	13
CC(=O)c1ccc(NC(=O)/C(Cl)=C/c2ccccc2)cc1	-2.4	18
Cc1c(NC(=O)CSc2nnnn2-c2ccc(F)cc2)c(=O)n(-c2ccccc2)n1C	-1.9	-3
CC(O)C(C(=O)OCc1ccc([N+](=O)[O-])cc1)N1C(=O)c2ccccc2C1=O (stereo not drawn)	-1.7	17
COc1cccc(-c2noc(C3CCCN(C(=O)Cc4ccccc4)C3)n2)c1 (stereo not drawn)	0.6	12
Cn1nnnc1NC(=O)c1ccccc1Cl	-2.3	5
C=CC[C@@H](Cc1ccc(F)cc1)C(=O)OC[C@@H]1CCCN1C(=O)[C@@H](CC=C)CC(=O)N[C@@H](CO)Cc1ccccc1	-1.4	12
COC(=S)Nc1cccc(C(F)(F)F)c1	-2.0	10
CC(C)c1ccc(NC(=O)COc2nnc(-c3cccs3)c(-c3cccs3)n2)cc1	-1.2	2
Cc1ccccc1CSc1nnc(-c2ccncc2)n1C	-0.2	-3
O=C(CN1C(=O)NC2(CCCC2)C1=O)OCCOc1cccc(Br)c1	-1.6	13
COc1ccc(C2CC(c3cccs3)=NN2C(=O)CSc2nnnn2C)cc1OC (stereo not drawn)	-0.6	12
COc1cc(OC)c(NC(=S)Nc2cc(Cl)cc(Cl)c2)cc1Cl	0.1	8
COc1ccc(N2C(S)=C(C#N)C(=O)NC23CCCCC3)cc1	-0.1	10
O=C(NCc1ccco1)c1ccc(S(=O)(=O)c2cccc(S(=O)(=O)N3CCOCC3)c2)cc1	-1.3	1
NC(=O)c1ccc(NC(=O)COC(=O)CCSc2ccccc2)cc1	-1.0	13
Cc1ccc(/C=N/NC(=O)c2nnn(-c3nonc3N)c2CSc2ccc(Cl)cc2)o1	0.7	32
CSc1c(CN2CCN(C)CC2)c2ccccc2n1C	1.6	1
Next results follow.
SMILES	STK33 kinase inh	OX1R antag
CCCC(=O)N(CCN1CCOCC1)c1nc2c(C)ccc(C)c2s1	-0.4	1
CN(C)CCNC(=O)Cn1ccc2cc(S(=O)(=O)N3CCCCC3)ccc21	0.1	8
COc1cc(OC)c(OC)cc1CNC(=O)c1cc(S(=O)(=O)N2CCOCC2)ccc1F	-0.7	12
CCOc1ncccc1C(=O)OCc1ccc(Cl)cc1	1.2	11
CCc1ccccc1N1CC(C(=O)Nc2cc(C)on2)CC1=O (stereo not drawn)	0.1	21
Cc1cc(-c2ccccc2)nc(N2CCN(c3ccccn3)CC2)n1	-1.0	15
CCOC(=O)N1CCN(C(=O)c2ccc(Cl)c(S(=O)(=O)N3CCCC3)c2)CC1	-1.2	8
O=C(c1cc(COc2c(F)cccc2F)on1)N1CCC(c2ccccc2Cl)C1 (stereo not drawn)	-0.8	14
CC(C)c1ccc(NC(=O)CCc2ccccc2)cc1	1.3	2
CCN(CC)CCCNC(=O)c1nn2c(C(F)(F)F)cc(-c3ccccc3)nc2c1Cl	-0.5	.
O=C(NCc1ccccc1)C1=C[C@H](c2coc3ccccc3c2=O)C[C@H](OCCCCO)O1	0.3	31
O=c1c2ccccc2nc2n1CCO2	-0.4	-3
CCc1ccc(S(=O)(=O)/N=C2\C=C(Nc3cccc(C(=O)O)c3)C(=O)c3ccccc32)cc1	1.1	46*
O=C(c1ccc(CNc2c(N3CCCC3)c(=O)c2=O)cc1)N1CCN(C2CCCCC2)CC1	-0.2	11
CC(=O)NCCc1nc2cc(NC(=O)c3ccccc3)ccc2n1C	-1.0	15
CCc1ccc(S(=O)(=O)Nc2nccs2)cc1	-0.5	3
CC(=O)c1c(C)n(-c2ccc(Cl)cc2)c2ccc(O)cc12	-0.7	19
CC(C)C(=O)NNC(=O)CSc1nnnn1C(C)C	-0.9	4
C=C(C)C(=O)O[C@H]1C/C(C)=C\C(=O)/C=C(\C)[C@H](O)[C@@H]2OC(=O)C(=C)[C@@H]21	1.7	20
Cc1ccnc(NC(=O)CC(NC(=O)c2ccccc2Cl)c2ccccc2)c1 (stereo not drawn)	0.2	31
COc1ccc(C)cc1NC(=O)CN1C(=O)COc2ccc(S(=O)(=O)N3CCCCC3)cc21	-2.1	13
Cc1ccc(S(=O)(=O)N2CCCC2C(=O)NCc2ccco2)cc1 (stereo not drawn)	-1.0	23
Cc1cc(C)n(-c2ccc(C(=O)C(C#N)c3nc4ccccc4n3C)cc2)n1 (stereo not drawn)	-1.0	11
CC(=O)N=c1c(C#N)cc2c(=O)n3ccccc3nc2n1CCCOC(C)C	-1.2	31
NC(=O)COC(=O)CC1CC2CCC1C2 (stereo not drawn)	-0.8	25
Further structures follow:
SMILES	STK33 kinase inh	OX1R antag
COC(=O)c1[nH]c2cc(OC)ccc2c1NC(=O)CCN1CCN(c2cccc(C)c2C)CC1	-2.3	-3
Cc1cc(C)n(-c2cc(N3CCOCC3)ncn2)n1	-1.7	4
CCN(CC)CCNc1nc2nonc2nc1NCCN(CC)CC	-1.6	10
CCSc1nc2sc3c(c2c(=O)n1-c1ccc(OC)cc1)CCN(C)C3	-0.1	19
SC(COCc1ccccc1)CN1CCN(Cc2ccc3c(c2)OCO3)CC1 (stereo not drawn)	0.0	7
Cc1ccc(OCCCC(=O)Nc2ccc(N3CCOCC3)cc2)c(C)c1	0.0	11
Cc1ccc(C(=O)O)cc1N1C(=O)c2cccc3cc(Br)cc(c23)C1=O	-0.7	27
CCOC(=O)[C@H]1[C@H]2COc3ccc(OC)cc3[C@@H]2N2C(=O)c3cc(OC)c(OC)cc3NC(=O)[C@@]12C	0.2	7
O=C(NNC(=O)c1cc(-c2ccncc2)nc2ccccc12)Nc1ccc(F)cc1	6.0	24
Cc1ccc(C)c(N(CC(=O)NC(C)(C)C)C(=O)CNC(=O)c2cccs2)c1	1.1	115*
O=C1OC(/C=C/c2ccccc2)=NC/1=C/C=C/c1ccccc1	-0.9	7
C/C(=N/NS(=O)(=O)c1ccc(Cl)cc1)c1cccc(O)c1	-0.2	10
CCNC(=O)NC(=O)C(C)OC(=O)C1CCN(S(=O)(=O)c2ccccc2C(=O)OC)CC1 (stereo not drawn)	1.5	2
CCOC(=O)C1=C(COC(=O)c2cc(Br)c(Br)s2)NC(=O)NC1C (stereo not drawn)	-0.6	49*
CC(C)CNC(=O)NC(=O)COc1ccc(C=O)cc1	-1.0	4
COc1cc(CCC(C)=O)ccc1OC(=O)c1c(F)cccc1Cl	-2.3	6
COc1ccc(-n2c(=O)c3c4c(sc3n(CC(N)=O)c2=O)CCCCC4)cc1	-0.2	6
CC(C)C(NC(=O)OC(C)(C)C)C(=O)NC(CCC(=O)OCc1ccccc1)C(N)=O (stereo not drawn)	.	8
CCCCCCSc1ccc(-c2nc3ccccn3c2NCCCC)cc1	0.5	46
CCOC(=O)C(C)Sc1nc2c(c(-c3cccs3)c1C#N)CCC2 (stereo not drawn)	-1.3	14
CCOc1ccc(S(=O)(=O)N2CCC(C(=O)N3CCN(c4ccccc4F)CC3)CC2)cc1C	-2.4	-5
COCCNC(=O)CCc1ccc(S(=O)(=O)Nc2ccc(C)cc2)cc1	-1.8	-1
COc1ccc(C(=O)N[C@H]2COC(C)(C)O[C@H]2c2ccccc2)cc1	0.4	12
COC(=O)Cc1ccc(NC(=S)NCc2ccc(OC)cc2)cc1	-0.1	13
CCN(CC(=O)NCc1ccc(Cl)cc1)C(=O)CSc1ccccc1F	-0.6	24

Quoted from the results shown for reference:
SMILES	STK33 kinase inh	OX1R antag
O=C(NNC(=O)c1cc(-c2ccncc2)nc2ccccc12)Nc1ccc(F)cc1	6.0	24
Cc1ccc(C)c(N(CC(=O)NC(C)(C)C)C(=O)CNC(=O)c2cccs2)c1	1.1	115*
O=C1OC(/C=C/c2ccccc2)=NC/1=C/C=C/c1ccccc1	-0.9	7
C/C(=N/NS(=O)(=O)c1ccc(Cl)cc1)c1cccc(O)c1	-0.2	10
CCNC(=O)NC(=O)C(C)OC(=O)C1CCN(S(=O)(=O)c2ccccc2C(=O)OC)CC1 (stereo not drawn)	1.5	2
CCOC(=O)C1=C(COC(=O)c2cc(Br)c(Br)s2)NC(=O)NC1C (stereo not drawn)	-0.6	49*
CC(C)CNC(=O)NC(=O)COc1ccc(C=O)cc1	-1.0	4
COc1cc(CCC(C)=O)ccc1OC(=O)c1c(F)cccc1Cl	-2.3	6
COc1ccc(-n2c(=O)c3c4c(sc3n(CC(N)=O)c2=O)CCCCC4)cc1	-0.2	6
CC(C)C(NC(=O)OC(C)(C)C)C(=O)NC(CCC(=O)OCc1ccccc1)C(N)=O (stereo not drawn)	.	8
CCCCCCSc1ccc(-c2nc3ccccn3c2NCCCC)cc1	0.5	46
CCOC(=O)C(C)Sc1nc2c(c(-c3cccs3)c1C#N)CCC2 (stereo not drawn)	-1.3	14
CCOc1ccc(S(=O)(=O)N2CCC(C(=O)N3CCN(c4ccccc4F)CC3)CC2)cc1C	-2.4	-5
COCCNC(=O)CCc1ccc(S(=O)(=O)Nc2ccc(C)cc2)cc1	-1.8	-1
COc1ccc(C(=O)N[C@H]2COC(C)(C)O[C@H]2c2ccccc2)cc1	0.4	12
COC(=O)Cc1ccc(NC(=S)NCc2ccc(OC)cc2)cc1	-0.1	13
CCN(CC(=O)NCc1ccc(Cl)cc1)C(=O)CSc1ccccc1F	-0.6	24

Following part:
SMILES	STK33 kinase inh	OX1R antag
Nc1nc(Nc2ccc(Cl)cc2)n[nH]1	0.8	3
O=C(/C=C/c1ccccc1)NC(=S)Nc1ccc(CN2CCOCC2)cc1	-0.4	19
Cc1ccccc1NC(=O)Cn1c(=O)n(CC2CCCO2)c(=O)c2ccccc21 (stereo not drawn)	1.0	16
COCCc1nnc(NC(=O)Cc2ccccc2)s1	0.7	25
COC(=O)c1ccc2c(=O)n(NC(C)=O)c(=S)[nH]c2c1	-0.7	9
Cc1ccc(S(=O)(=O)N(CC(=O)NCC2CCCO2)C2CCCCC2)cc1 (stereo not drawn)	-1.7	7
COc1ccc(C2(C(=O)N3CCC(n4nc(-c5ccccc5)oc4=O)CC3)CC2)cc1	1.2	19
CCCOc1ccc(CSC2=NCCN2)cc1[N+](=O)[O-]	-1.3	28
CNC(=O)CN(c1ccc(F)cc1)S(=O)(=O)c1cc(C)ccc1OC	-1.2	11
O=C(Nc1cccc(Br)c1)c1ccccc1-c1ccccc1	.	43
Cc1cccc(NC(=O)NC2(C(=O)NCc3ccco3)CCCCC2)c1	-1.4	30
CC(=O)N(CN1C(=O)CCC1=O)c1ccc(Cl)c(Cl)c1	-6.1	0
